# Screens as filed in PubChem.
# LMPTP inh – LMPTP (human) inhibition | recombinant LMPTP-A, OMFP fluorogenic substrate, fluorescence intensity | 360,000 tested, 0.22% active | inhibition, % at 20 µM | P24666 | AID 651560;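 active means compounds that cut the enzyme signal by at least half of the control window in the single-dose screen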;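 further: plate controls were DMSO wells with enzyme plus substrate for no effect and substrate without enzyme for full effect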
# Target sequence (P24666 whole entry, looked up): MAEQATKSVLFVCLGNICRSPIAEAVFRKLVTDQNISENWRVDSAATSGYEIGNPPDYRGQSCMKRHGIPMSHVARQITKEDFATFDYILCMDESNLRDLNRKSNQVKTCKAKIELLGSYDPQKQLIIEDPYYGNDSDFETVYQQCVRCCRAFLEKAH
#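 Material: LMPTP-A; amount: 0.625 nM enzyme; doses: single 20 µM dose; times: reaction 50 min, room temperature, dark; technique: fluorescence intensity of OMFP turnover product; benchmarks: no-enzyme and uninhibited controls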
# Scp1 inh – inhibitors of human Scp-1 phosphatase; Q9GZU7; Recombinant Scp1, phosphopeptide, malachite green phosphate absorbance; inhibition, % at 20 µM; 340,000 tested, 0.88% active; AID 493091;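 active means inhibition above about 50% at 20 µM, limit read from the data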;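 further: plate controls were DMSO wells with enzyme for no effect and wells lacking enzyme for full effect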
# Target sequence (Q9GZU7 76-261 limits assumed): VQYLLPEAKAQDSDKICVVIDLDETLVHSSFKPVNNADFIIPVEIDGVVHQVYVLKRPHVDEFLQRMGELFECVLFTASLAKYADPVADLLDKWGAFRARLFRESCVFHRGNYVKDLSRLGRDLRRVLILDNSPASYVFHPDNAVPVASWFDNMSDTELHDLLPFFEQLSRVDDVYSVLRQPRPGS
#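 Test system: SCP-1 phosphatase catalytic domain, residues 76-261 | Compound dosing: One concentration, 20 µM, with 1.0% DMSO | Schedule: 45 min room-temperature reaction, 5 min colour, 30 min stabiliser | Detection: Absorbance at 630 nm | Read-out basis: % inhibition of SCP-1 phosphate liberation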
# MsrA inhibitor – inhibits bovine methionine sulfoxide reductase A; purified bovine MsrA, absorbance read-out; inhibition, % at 15.5 µM; 360,000 tested, 0.75% active; in the data active means inhibition above about 4.5%;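 further: 0% = vehicle wells with enzyme and 100% = reference inhibitor wells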
# DNMT1 block – blocks human DNA methyltransferase DNMT1; P26358; DNMT1 molecular beacon, Hinp1I cleavage, fluorescence; inhibition (reported as % activation of signal), % at 10 µM; 360,000 tested, 0.83% active; AID 588458; in the data active means inhibition above about 50%
# SUMO1 PPI mod – modulators of human SUMO1-mediated protein-protein interactions; 360,000 tested, 0.33% active; inhibition, % at 20 µM; AID 602429; P63165; SUMO1 binding to a labelled peptide, TR-FRET, 1 h; in the data active means inhibition above about 37%
# Target sequence (P63165 whole entry, looked up): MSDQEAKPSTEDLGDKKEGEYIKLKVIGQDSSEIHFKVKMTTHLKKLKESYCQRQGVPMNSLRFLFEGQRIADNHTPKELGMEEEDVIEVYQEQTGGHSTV
# CSN deneddyl inh – inhibitors of human CSN-mediated cullin deneddylation. AID 651999. Q92905. 360,000 tested, 0.38% active. Purified CSN, SCF-Nedd8-OG deneddylation, fluorescence polarization. inhibition, % at 12.5 µM;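 active means pattern-corrected inhibition above about 35%, with an unprinted fluorescence ratio check between 0.5 and 1.5, limit read from the data, passing the limit was not always enough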;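 further: 0% = enzyme with substrate and 100% = substrate without enzyme; some results filed as inactive read as strong as hits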
# Target sequence (Q92905 whole entry, looked up, one chain of several): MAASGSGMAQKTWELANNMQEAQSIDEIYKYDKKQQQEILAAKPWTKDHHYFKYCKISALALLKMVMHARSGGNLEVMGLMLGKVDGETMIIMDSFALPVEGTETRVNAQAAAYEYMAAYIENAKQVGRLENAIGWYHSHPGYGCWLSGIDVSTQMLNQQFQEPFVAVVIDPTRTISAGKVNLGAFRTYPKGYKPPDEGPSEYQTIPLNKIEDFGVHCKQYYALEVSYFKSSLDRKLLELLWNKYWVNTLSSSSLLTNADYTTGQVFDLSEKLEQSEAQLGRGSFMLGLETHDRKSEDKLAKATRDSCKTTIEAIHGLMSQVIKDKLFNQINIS
#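 Assay system: purified human Csn5 enzyme expressed in HEK293T cells; measure: % inhibition; also added: SCFSkp2-Nedd8OG substrate at 10 nM final; technique: fluorescence polarization; times: reaction 90 min, room temperature; medium: Tris buffer pH 7.5, NaCl, DTT, Tween-20, trehalose, ovalbumin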
# Rpn11 inh – inhibitors of human proteasome Rpn11. calls only at 20 µM. human 26S proteasome, Ub4-pepOG fluorescence polarization; 20S core pre-blocked with epoxomicin. O00487. AID 588493. 360,000 tested, 0.59% active;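 active means inhibition at 20 µM, scaled to each plate's controls, above about 33%, limit read from the data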
# NadD inh – blocks S. aureus nicotinate mononucleotide adenylyltransferase | purified NadD enzyme, colorimetric absorbance read-out | inhibition, % at 20 µM | 360,000 tested, 0.78% active | AID 602399; in the data active means inhibition above about 26%; further: some compounds past the cut are filed as inactive
# STEP inh – blocks human striatal-enriched tyrosine phosphatase; P54829; inhibition, % at 20 µM; recombinant STEP, OMFP fluorogenic substrate, fluorescence; 360,000 tested, 0.25% active;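 active means inhibition at 20 µM, scaled per plate between control wells, above about 37%, limit read from the data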;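 further: 0% = DMSO with enzyme and substrate and 100% = substrate only without enzyme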
#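 System: STEP phosphatase, cell-free reaction; Buffer or medium: Bis-Tris pH 6.0 buffer with DTT, detergent; Incubation: 20 min at room temperature, dark; Measured by: fluorescence, 480/540 nm.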
# TbMetRS inhib – Trypanosoma brucei MetRS inhibition; purified T. brucei MetRS, ATP depletion, Kinase-Glo luminescence; inhibition, % at 11.9 µM; 360,000 tested, 0.4% active;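 active means inhibition above a per-plate cutoff of the control wells' mean inhibition plus 3 SD, cut at about 5.5% in these data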;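 further: 0% = DMSO wells median and 100% = median of wells with control inhibitor compound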
#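 Test system – parasite MetRS enzyme · Reagent – substrates ATP, L-methionine and bulk Escherichia coli tRNA · Doses – 11.9 µM compound single dose, 0.9% DMSO · Times – 15 min enzyme-compound preincubation, 2 h reaction, 10 min detection, 25 °C · Signal – Kinase-Glo luminescence, ATP depletion format · Controls – DMSO-only wells as low control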
# * hit, by the source's call; i = inactive; / = not tested or not shown. No enrichment for hits, and some 3.9% of all compounds hit somewhere here.
SMILES,LMPTP inh,Scp1 inh,MsrA inhibitor,DNMT1 block,SUMO1 PPI mod,CSN deneddyl inh,Rpn11 inh,NadD inh,STEP inh,TbMetRS inhib
COc1ccc(NC(=O)c2cccc(N3C(=O)C4C5C=CC(C5)C4C3=O)c2)cc1Cl (stereo not drawn),0.6,-5,0.2,-7,8,0,i,-7,3,-0.3
CCn1cnc2sc(C(=O)Oc3ccc(Br)cc3)c(C)c2c1=O,1.7,-9,0.4,-1,1,-4,i,-3,1,0.4
Cc1ccc(C)c(NS(=O)(=O)c2ccc(-c3coc(C)n3)cc2)c1,0.2,-5,-0.2,0,0,2,i,-4,-1,-0.9
O=C(O)C1CCCCC1C(=O)Nc1ccc(S(=O)(=O)N2CCCCCC2)cc1 (stereo not drawn),-1.1,-3,-1.2,3,4,-5,i,-13,-1,-0.2
O=C(NCc1ccccc1Cl)C1CCC(=O)N(CC2CCCCC2)C1 (stereo not drawn),-1.0,-8,1.8,-1,0,-2,i,-4,-1,-0.3
CC1CCCC(NC(=O)COC(=O)/C=C/c2ccc3c(c2)OCO3)C1C (stereo not drawn),-0.7,-8,1.9,6,-10,2,i,-9,0,-0.3
O=C(N/N=C1\CCCc2ccccc21)c1ccccc1[N+](=O)[O-],-0.3,-1,0.4,4,-9,0,i,0,0,-1.1
CCC1CCC/C1=N\NC(=O)c1ccccc1Cl (stereo not drawn),-1.2,-4,-0.2,4,-3,-3,i,5,-4,0.7
CCSc1n[nH]c(=S)s1,-0.3,11,-0.9,-3,-1,-9,i,3,-3,-0.1
CC1=CC(C)(C)Nc2ccc(OC(=O)C(Cc3ccccc3)N3C(=O)c4ccccc4C3=O)cc21 (stereo not drawn),3.9,5,-0.5,-8,-1,6,i,11,0,-0.7
O=C(NCc1ccco1)/C(=C/c1cccc(C(F)(F)F)c1)c1nc2ccccc2[nH]1,-1.1,-1,2.1,-11,0,8,i,-2,0,0.8
NC(=O)CN1C(=O)C2C3c4ccccc4C(c4ccccc43)C2C1=O (stereo not drawn),-0.9,-9,0.8,1,1,6,i,-2,-3,-0.2
O=C(Oc1c(CN2CCOCC2)cc(Cl)c2cccnc12)c1ccccc1Br,0.5,-8,0.6,-5,-14,-1,i,-7,5,-0.4
O=C(CSc1nc2[nH]ncc2c(=O)[nH]1)NCCc1ccccc1,-0.8,-3,-0.9,1,-1,1,i,-5,-4,-0.5
CC1CCCCN1Cc1c(O)ccc2c(=O)c(-c3ccc(Cl)cc3)coc12 (stereo not drawn),-0.9,1,1.4,-3,1,0,i,4,-1,-0.2
N#Cc1cccc(N=Cc2c(O)ccc3ccccc23)c1,-1.2,-5,0.2,-19,-8,2,i,4,2,-0.7
O=C1CC(c2ccccc2)CC(O)=C1C=Nc1ccccc1O (stereo not drawn),-1.7,9,1.9,9,-3,0,i,0,-4,-0.4
Cc1ccc(C(=O)OCC(=O)c2ccccc2)cc1,0.0,-9,0.0,2,2,1,i,-3,2,-0.4
CCn1c(SCC(=O)c2ccc(C)cc2)nnc1-c1ccoc1C,0.2,-3,-0.2,0,0,2,i,-3,-1,-0.2
C[N+](C)(C)CCN1C(=O)c2ccccc2C1=O,-2.2,/,-0.7,/,-6,-3,/,13,/,0.3
COc1ccc(-c2oc3ncnc(NCCCO)c3c2-c2ccc(OC)cc2)cc1,1.9,-4,0.1,-14,-1,-1,i,-3,0,-1.3
CCCn1c(CCC(=O)O)ccc1-c1ccc(OC)cc1,-0.3,0,-1.1,8,-2,5,i,7,-1,-0.1
CC(C)=NNC1=NC(C)(C)Cc2ccccc21,0.6,-7,-1.4,1,-1,0,i,-3,-1,-0.5
CN1OC[C@@H]2CN(C(=O)CCc3ccccc3)[C@H](c3ccc(-n4ccnc4)cc3)C[C@@H]21,-0.7,/,-0.1,6,0,5,i,-5,0,-0.7
COc1ccc(N2CCN(S(=O)(=O)CCNC(=O)c3ccc4c(c3)OCO4)CC2)cc1,-0.5,-5,-1.0,2,4,3,i,-2,0,-0.3
CC(Oc1ccc(Br)cc1)C(=O)NC1CCCCCC1 (stereo not drawn),1.5,-1,0.3,-1,0,-3,i,-9,0,-0.4
CC(C)C(C(=O)Nc1ccc(S(N)(=O)=O)cc1)N1C(=O)c2ccccc2C1=O (stereo not drawn),-1.1,-11,-0.1,-1,-2,-9,i,-3,0,-0.2
O=C(N/N=C/c1ccc(O)c(O)c1)C1c2ccccc2Oc2ccccc21,1.0,10,0.8,6,-6,-4,i,17,-1,0.0
CCOC(=O)C1=C(C)Nc2ccccc2S1,0.3,-3,0.5,-14,-10,-1,i,4,-1,-0.8
Cc1ccc(C(=O)Nc2nnc(COc3ccccc3)s2)cc1,0.8,-1,3.0,6,-2,2,i,-3,0,0.1

# Continued (7 carried over from the part before).
SMILES,LMPTP inh,Scp1 inh,MsrA inhibitor,DNMT1 block,SUMO1 PPI mod,CSN deneddyl inh,Rpn11 inh,NadD inh,STEP inh,TbMetRS inhib
CN1OC[C@@H]2CN(C(=O)CCc3ccccc3)[C@H](c3ccc(-n4ccnc4)cc3)C[C@@H]21,-0.7,/,-0.1,6,0,5,i,-5,0,-0.7
COc1ccc(N2CCN(S(=O)(=O)CCNC(=O)c3ccc4c(c3)OCO4)CC2)cc1,-0.5,-5,-1.0,2,4,3,i,-2,0,-0.3
CC(Oc1ccc(Br)cc1)C(=O)NC1CCCCCC1 (stereo not drawn),1.5,-1,0.3,-1,0,-3,i,-9,0,-0.4
CC(C)C(C(=O)Nc1ccc(S(N)(=O)=O)cc1)N1C(=O)c2ccccc2C1=O (stereo not drawn),-1.1,-11,-0.1,-1,-2,-9,i,-3,0,-0.2
O=C(N/N=C/c1ccc(O)c(O)c1)C1c2ccccc2Oc2ccccc21,1.0,10,0.8,6,-6,-4,i,17,-1,0.0
CCOC(=O)C1=C(C)Nc2ccccc2S1,0.3,-3,0.5,-14,-10,-1,i,4,-1,-0.8
Cc1ccc(C(=O)Nc2nnc(COc3ccccc3)s2)cc1,0.8,-1,3.0,6,-2,2,i,-3,0,0.1
Cc1cccc(C(=O)NC(=S)NNC(=O)Cc2ccccc2)c1,-1.5,-5,0.4,4,0,-2,i,3,2,0.3
O=C(C(=O)N1CCOCC1)c1cn(CCOc2ccccc2)c2ccccc12,0.1,-9,1.8,2,5,-2,i,-6,-5,0.3
CC(C)(C)C1CCc2c(sc3c2C(=O)NC(c2ccco2)N3)C1 (stereo not drawn),0.0,5,0.8,15,6,8,i,5,2,-0.4
CC(Sc1ccccc1)C(=O)N1CCN(S(=O)(=O)c2cccc(Br)c2)CC1 (stereo not drawn),0.3,-10,0.3,-1,0,3,i,-6,1,-0.3
CC(=O)NCC(=O)N(C)C(C(=O)Nc1ccc2c(c1)OCCO2)c1ccc(C)cc1 (stereo not drawn),-1.5,1,0.1,-1,-2,-1,i,0,2,-0.4
CCOC(=O)CSC1=C(C#N)C(c2sccc2C)C(C(C)=O)=C(C)N1 (stereo not drawn),2.2,-7,1.6,-1,-6,0,i,6,-2,-0.7
COCCN1C(=O)C(=O)/C(=C(/O)c2ccc(S(=O)(=O)N3CCCCC3)cc2)C1c1ccc(O)c(OC)c1 (stereo not drawn),3.2,-4,0.6,0,-23,9,i,-4,4,-0.4
COc1ccc(C)cc1COC(=O)c1[nH]c(C)c(C(C)=O)c1C,1.0,-7,-0.8,-2,3,4,i,-5,2,-0.3
O=C(O)c1ccccc1C(=O)Nc1ccc(Br)c2cccnc12,0.1,-3,0.4,-2,-5,2,i,-1,1,-0.4
Cc1cnc(NC(=O)c2sc(Nc3ccccc3)nc2N)o1,-0.8,-27,2.3,0,3,-2,i,-2,-1,-0.8
COc1ccc(S(=O)(=O)N2Cc3ccccc3CC2C(=O)O)cc1 (stereo not drawn),0.4,75*,-0.3,60*,19,14,i,3,4,-0.6
COCc1cc(=O)[nH]c2cc(NC(=O)c3cccc(OC)c3)c(C)cc12,-0.5,-13,0.4,-2,-11,1,i,-1,0,0.1
Oc1ccc(C=Nc2ccc(N3CCOCC3)cc2)c(O)c1,6.4,52*,3.0,30,-10,10,i,12,11,-0.3
CC1CCCC(NC(=O)COC(=O)c2cc3ccccc3oc2=O)C1C (stereo not drawn),0.3,-8,2.1,-1,-29,-5,i,-2,4,0.3
CCOC(=O)Cn1nnnc1C(C(C)C)N(Cc1cc2c(C)cc(C)cc2[nH]c1=O)C1CCCC1 (stereo not drawn),1.8,2,0.8,-6,-8,-1,i,13,2,-1.1
C=CCn1cc(C(=O)OC)c(=O)c2cc(S(=O)(=O)N3CCC(C)CC3)ccc21,1.7,-4,1.1,5,6,-3,i,-2,-3,-1.3
Cn1c2c(c(=O)n(C)c1=O)C(c1ccc(C(F)(F)F)cc1)CC(=O)N2 (stereo not drawn),-1.4,1,-0.5,0,6,2,i,1,0,-0.1
Cc1noc(C)c1CSCC(=O)OCC(=O)NC1CCCCC1,-0.4,-6,-0.3,2,0,2,i,-3,0,-0.3
CC(C)COC(=O)N1CCCCC1c1cc(C(=O)NCc2ccc(F)cc2)no1 (stereo not drawn),0.8,/,-1.0,2,7,-2,i,-4,0,0.0
NC(=O)C1CCN(c2nc(-c3cccc(Cl)c3)cs2)CC1,-0.1,-8,0.3,-3,-7,2,i,-2,0,-0.3
CCO[C@@H]1OC(C(=O)NCc2nc3ccccc3[nH]2)=C[C@H](C)[C@H]1CCCO,0.4,6,0.1,5,2,4,i,0,-1,0.1
CCn1c2ccccc2c2cc(NC(=O)c3cccc(OC)c3)ccc21,0.9,-9,/,-7,3,3,i,-3,-2,0.2
CC(=O)N1N=C(c2cccs2)CC1c1cccc([N+](=O)[O-])c1 (stereo not drawn),1.8,-1,1.2,6,-12,9,i,-3,0,-1.1
COc1ccccc1-c1c(C)oc2cc(OCC(=O)OCc3ccccc3)ccc2c1=O,3.8,-15,1.1,-2,5,-6,i,-3,-1,0.6
O=C(CSCc1c(Cl)cccc1Cl)N1CCOCC1,-0.5,-4,-1.2,0,1,2,i,-2,-3,0.2
C=CCN(c1ccccc1C(=O)O)S(=O)(=O)/C=C/c1ccccc1,-1.1,-3,0.3,1,-1,1,i,-4,5,-0.8
CC(C)C(c1nnnn1C(C)(C)C)N1CCOCC1 (stereo not drawn),-2.2,-2,-0.6,0,1,1,i,-1,2,0.0
